# Screening data as filed in PubChem.
# SIAH1 antagonists – blockers of Siah-1 interaction with plectin peptide – biochemical, fluorescence polarization, rhodamine-plectin, uHTS, primary screen (AID 1817); Siah-1 / rhodamine-plectin peptide fluorescence polarization; higher % means a stronger effect; displacement, % at 20 µM; hits with a dose series show IC50 in µM; hit rate 0.02% among 290,000;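 active = displacement of at least 50% at 20 µM, with a fluorescence ratio check between 0.3 and a set limit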;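 note: plate controls were Siah plus tracer with DMSO for no effect and tracer alone without Siah for full effect; strong numbers were not always called active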
# Dynein transport – blocks dynein driven cargo transport along microtubules; 3617.4 mouse cells, GR-EGFP nuclear translocation imaging; test concentration mostly 20 µM; stimulated with dexamethasone, 1 µM; active compounds read low; hit rate 0.47% among 220,000; z-score, hits read low;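 active = plate z-score of nuclear minus cytoplasmic receptor signal below a set negative limit, without overly bright fluorescence or cell loss, cut at about -3.5 in these data, passing the limit was not always enough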;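 note: z-score of nuclear minus cytoplasmic ring GR-EGFP intensity difference per well; some compounds called inactive have numbers as strong as hits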
#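 Buffer or medium – tet-free medium with charcoal-stripped serum · Signal – automated 10x imaging of fixed Hoechst-stained cells · Also added – dexamethasone agonist, 1.0 µM final, for 30 min · Incubation – induction 48 h, compound 1 h, agonist 30 min · Read-out – GR-EGFP nuclear translocation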
# LYP inhibition – PTPN22 lymphoid phosphatase activity blockers – biochemical, fluorescence intensity, uHTS (AID 1779). recombinant LYP phosphatase, fluorescence intensity; higher % means a stronger effect. inhibition, % at 11.5 µM, or IC50 in µM where a hit was titrated. hit rate 0.054% among 290,000;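 note: plate controls were vehicle with enzyme for no effect and no enzyme for full effect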
# XIAP displacement – small molecules displacing peptide from XIAP – biochemical, IAP family, fluorescence polarization (AID 1018); XIAP BIR domain, fluorescence polarization peptide displacement; higher % means a stronger effect; hit rate 0.007% among 200,000; one-dose displacement, % at 20 µM; IC50 in µM for titrated hits; in the data active = displacement above about 50%; note: a part of the inactive calls stands beside numbers as strong as those of hits
# AID2073 – disruptors of CaV2.2 binding to Mint1 – biochemical, HTRF (AID 2073). inhibition, % at 20 µM, or IC50 in µM where a hit was titrated. HTRF protein-protein interaction, Mint1-CaV2.2; higher % means a stronger effect. hit rate 0.19% among 290,000; in the data active = inhibition mostly above about 51%, no sharp cut-off; inconclusive = no clear call, values can overlap the other calls; inactive = mostly below about 53%; note: some results filed as inactive read as strong as hits
# P. falciparum M17LAP – P. falciparum M17LAP inhibitors, primary screen, biochemical, fluorogenic H-Leu-NHMec substrate, 1536-well (AID 1619) | inhibition, % at 30 µM; hits with a dose series show IC50 in µM | hit rate 0.38% among 220,000 | recombinant M17LAP, H-Leu-NHMec fluorogenic kinetic assay; higher % means a stronger effect;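 active = compound inhibiting the enzyme by more than half at any dose during confirmatory dose-response retesting; inconclusive = strong single-dose inhibitors picked by rank but not retested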;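 note: plate controls were full reaction with DMSO carrier for no effect and no enzyme background for full effect; strong numbers were not always called active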
# human PMI inhibitors – MPI inhibition at elevated mannose 6-phosphate – biochemical, fluorescence intensity, high mannose 6-phosphate, primary screen (AID 1220) | recombinant PMI enzyme, coupled fluorescence intensity; higher % means a stronger effect | inhibition, % at 20 µM, or IC50 in µM where a hit was titrated | hit rate 0.66% among 190,000
# human PMI inhibition – MPI enzyme activity inhibition – biochemical, fluorescence intensity, coupled assay, primary screen (AID 1209). purified PMI enzyme, coupled fluorescence intensity; higher % means a stronger effect. hit rate 0.42% among 190,000. inhibition, % at 20 µM, or IC50 in µM where a hit was titrated;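 note: plate controls were DMSO vehicle for no effect and wells lacking substrate for full effect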
# P. falciparum M1AAP – P. falciparum M1AAP inhibitors, biochemical, fluorogenic H-Leu-NHMec substrate, 1536-well (AID 1445) | recombinant M1AAP, H-Leu-NHMec fluorogenic kinetic assay; higher % means a stronger effect | hit rate 0.42% among 220,000 | inhibition, % at 30 µM; hits with a dose series show IC50 in µM;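 active = primary inhibition above the hit cutoff, then over 50% inhibition at one or more dose response concentrations, cut at about 23% in these data, passing the limit was not always enough; inconclusive = conflicting primary data, or primary hits not chosen for dose response; inactive = low primary inhibition, or under 50% at every dose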;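 note: plate controls were DMSO full reaction for no effect and no enzyme background for full effect; strong numbers were not always called active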
# Dynein transport cytoplasmic EGFP – also measured in Dynein transport; calls as there; z-score; measured here: cytoplasmic GR-EGFP intensity; active compounds read high
# Dynein transport nuclear GR-EGFP – second read-out of Dynein transport, no call of its own (marks repeat the call); z-score; measured here: nuclear GR-EGFP intensity;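 lower value marks the stronger effect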
# Dynein transport cell count – further read-out of Dynein transport, marked with its call; z-score; measured here: cell count per field
# * = called active by the depositor; ? = inconclusive; . = no result given. Cut-off read from the data, not from the text of the source, unless noted: active = inhibition above about 50%; inactive = the rest.
SMILES,SIAH1 antagonists,Dynein transport,Dynein transport cytoplasmic EGFP,Dynein transport nuclear GR-EGFP,Dynein transport cell count,LYP inhibition,XIAP displacement,AID2073,P. falciparum M17LAP,human PMI inhibitors,human PMI inhibition,P. falciparum M1AAP
COc1ccc(/C=C2\CCCC3C2=NN(C(=O)CSc2n[nH]c(N)n2)C3c2ccc(OC)cc2)cc1 (stereo unspecified),2%,0.67,-0.18,0.072,-0.61,8%,-4.7%,?,3%,15%,17%,-3%
Cn1c(=O)c2c(nc(Br)n2CCc2ccccc2)n(C)c1=O,-2%,0.26,-0.2,0.44,-1.2,2%,-0.7%,-3%,-7%,1%,-7%,0%
O=C(CCl)Nc1ccc(-c2ccccc2)cc1,3%,-5.4*,2.1*,-2.3*,0.09*,1%,-3.9%,0%,4%,-21%,-26%,5%
CCS/C(N)=N/N=C/c1cc(C)ccc1O,0%,-1.1,-0.28,-0.44,1,0%,-4.2%,18%,-5%,16%,13%,0%
CN(C)c1nc(Nn2cnnc2)nc(N(C)C)n1,0%,0.75,-0.25,0.25,0.057,-11%,.,1%,6%,.,.,5%
O=C(c1nc2ccccc2[nH]1)c1ccccc1[N+](=O)[O-],-1%,0.2,-0.25,0.076,0.27,-5%,.,-4%,7%,.,.,4%
N#Cc1nc(-c2ccco2)oc1NCCN1CCOCC1,4%,-0.74,-0.36,-0.24,-0.036,-7%,-4.9%,4%,-1%,2%,9%,-2%
COc1ccc(S(=O)(=O)CCC(=O)N2CC(=O)N(CCc3ccccc3)C(=O)C2)cc1,-2%,-0.68,-0.19,-0.095,0.34,11%,1.0%,-14%,-10%,-30%,-8%,6%
CCOC(=O)NC(=O)CSc1nc2ccc(C)cc2[nH]1,-2%,-0.41,-0.24,0.13,0.2,2%,-7.2%,7%,6%,-12%,-15%,6%
CC(C)(C)CC(=O)NCc1ccc(F)cc1,5%,2.6,-0.19,1.9,-0.99,-3%,-3.1%,6%,-7%,-2%,-2%,-9%
O=C(CSC1CC(=O)N(CCc2ccccc2)C1=O)Nc1cccc(Cl)c1 (stereo unspecified),-5%,-0.47,0.52,-0.15,0.72,-8%,-5.5%,-13%,15%,-11%,16%,3%
COc1ccc(NC(=O)c2cc3ccccn3n2)cc1,1%,-0.81,-0.2,-0.47,-0.22,-10%,-4.7%,2%,3%,4%,7%,0%
CCOC(=O)C(C(=O)NCc1ccc(F)cc1)c1ncc(C(F)(F)F)cc1Cl (stereo unspecified),-3%,-0.96,0.22,-0.5,0.95,-9%,-6.0%,4%,8%,-1%,4%,-1%
Nc1nonc1-c1nc2ccccc2[nH]1,0%,0.14,-0.21,-0.094,-0.26,-2%,2.1%,-6%,-9%,14%,16%,9%
O=C(OC1CCCCC1=O)c1cccc(S(=O)(=O)NCc2ccccc2)c1 (stereo unspecified),1%,-0.63,-0.24,-0.12,-0.12,-5%,-1.7%,0%,0%,-6%,-9%,2%
O=C1N=C(N2CCN(c3ccccc3)CC2)SC1Cc1ccccc1 (stereo unspecified),-5%,-0.16,-0.13,0.14,-0.41,-4%,-4.9%,-10%,-8%,9%,13%,-4%
O=C(COC(=O)c1ccc(NS(=O)(=O)c2cccs2)cc1)Nc1nc2c(F)c(F)c(F)cc2s1,-5%,-0.54,0.34,0.085,0.25,1%,-9.9%,65%,-2%,16%,12%,5%
Cc1ccc2[nH]c(=O)c(-c3noc(C(C)C)n3)cc2c1,2%,0.64,-0.22,0.59,-0.26,0%,1.2%,-1%,-23%,6%,-2%,3%
O=S(=O)(NCCC1=CCCCC1)c1cccc2nsnc12,17%,1.3,-0.4,0.85,-1.3,-3%,1.5%,-7%,8%,2%,-1%,5%
Cc1ccc(-c2csc3nc(C)n(-n4cccc4)c(=O)c23)o1,-1%,0.78,-0.23,0.96,-0.56,2%,-1.4%,37%,-3%,2%,0%,11%
Cc1c(Oc2ccc(C(F)(F)F)cc2[N+](=O)[O-])ccc2c3c(c(=O)oc12)CCC3,7%,-0.16,-0.25,-0.014,0.32,3%,-2.4%,8%,-6%,-4%,7%,3%
CN(CC(=O)Nc1ccccc1Br)c1ncnc2sccc12,-2%,-0.1,0.52,-0.41,-0.15,-8%,-9.3%,6%,5%,-2%,-2%,4%
FC(F)(F)c1nnc(N2CCN(c3ccc(Cl)cc3)CC2)s1,-1%,0.78,-0.21,0.85,-0.32,-8%,.,31%,-1%,.,.,1%
COc1ccc(C(C(=O)NC2CCCC2)N(Cc2ccc(F)cc2)C(=O)c2ccn[nH]2)cc1OC (stereo unspecified),1%,-0.32,-0.23,-0.48,0.51,-1%,-1.0%,3%,0%,4%,9%,-5%
COc1ccc(C(=O)c2c(C)c3ccccc3n2CC(O)CNC(C)C)cc1 (stereo unspecified),-5%,1.4,0.64,0.46,-1.3,-5%,-9.0%,1%,29%,-12%,-9%,18%
CCOc1ccc(OCCOCCNCCOC)cc1,1%,-1,-0.2,-0.94,0.9,-3%,-3.9%,-1%,7%,-12%,-11%,4%
CC(C)(C)OC(=O)N1CCCC1C(=O)NC(Cc1ccccc1)C(=O)O (stereo unspecified),-1%,0.087,-0.16,-0.074,-0.71,-5%,-7.2%,2%,10%,-12%,-5%,0%
NNC(=O)c1cc2c(s1)-c1cc(Cl)ccc1SC2,0%,0.029,-0.11,0.35,0.18,-1%,.,31%,-12%,.,.,3%
COc1ccccc1OCC(=O)N1CC2(C)CC1CC(C)(C)C2 (stereo unspecified),-3%,0.22,-0.072,0.22,0.16,1%,-1.2%,-6%,0%,-3%,1%,12%
Fc1ccc(Br)cc1C1C=C(c2ccc(Br)cc2)Nc2ncnn21 (stereo unspecified),1%,1.4,0.061,1,-0.34,0%,-5.8%,18%,-34%,-10%,-6%,7%

# Complete entries as entered above. Values in the order: SIAH1 antagonists	Dynein transport	Dynein transport cytoplasmic EGFP	Dynein transport nuclear GR-EGFP	Dynein transport cell count	LYP inhibition	XIAP displacement	AID2073	P. falciparum M17LAP	human PMI inhibitors	human PMI inhibition	P. falciparum M1AAP
# Record of O=C1N=C(N2CCN(c3ccccc3)CC2)SC1Cc1ccccc1 (stereo unspecified) : -5%	-0.16	-0.13	0.14	-0.41	-4%	-4.9%	-10%	-8%	9%	13%	-4%
# Record of O=S(=O)(NCCC1=CCCCC1)c1cccc2nsnc12 : 17%	1.3	-0.4	0.85	-1.3	-3%	1.5%	-7%	8%	2%	-1%	5%

# Further records.
SMILES,SIAH1 antagonists,Dynein transport,Dynein transport cytoplasmic EGFP,Dynein transport nuclear GR-EGFP,Dynein transport cell count,LYP inhibition,XIAP displacement,AID2073,P. falciparum M17LAP,human PMI inhibitors,human PMI inhibition,P. falciparum M1AAP
CCN(CC)CCn1c(OC)cc(=O)[nH]c1=O,11%,2.6,-0.083,1.8,-1.7,-4%,-5.1%,6%,-12%,8%,6%,11%
CCCn1c(SCC(=O)Nc2ccc(OCC)cc2)nnc1C(C)C,0%,-0.49,-0.28,-0.0095,-0.16,-4%,-8.6%,4%,27%,1%,1%,-4%
O=C(CNC(=S)N(Cc1ccccc1)Cc1cccnc1)NCCc1ccccc1,1%,0.6,-0.16,1.1,-0.46,-6%,-7.0%,-24%,-9%,10%,20%,-5%
CCN1C(=O)/C(=C/c2ccc(C)o2)N(C)C1=S,-2%,-0.84,-0.28,-0.59,0.66,1%,-7.1%,29%,11%,28%,16%,14%
CCc1ccccc1NC(=O)c1cc(-c2cccc(O)c2)on1,-4%,-0.37,-0.25,-0.18,0.35,-7%,-3.4%,-7%,1%,-1%,6%,3%
Cc1ccc(C(=O)N(CC(=O)NC2CCCC2)Cc2cccs2)s1,3%,-0.24,-0.17,0.093,-0.72,7%,-8.4%,8%,-6%,4%,-16%,5%
CS(=O)(=O)N(CC(=O)NN=C1CCCCCC1)c1ccc(Oc2ccccc2)cc1,-4%,-1.1,-0.32,-0.65,1.5,-2%,-10%,-13%,-1%,10%,12%,2%
COc1cc(NC(=O)c2csc(-c3ccncc3)n2)cc(C(=O)Nc2cccc(C(F)(F)F)c2)c1,-2%,0.28,-0.77,0.16,0.19,4%,.,19%,2%,.,.,-1%
COc1ccc(C(=O)Oc2cccnc2)cc1,2%,-0.13,0.12,-0.28,0.13,-4%,-6.9%,-7%,22%,0%,-1%,5%
COC(=O)c1cccc(-n2cnnn2)c1,-2%,0.68,-0.19,0.062,-1.2,-11%,-7.9%,0%,-10%,-1%,-7%,4%
O=C(Nc1ccccc1N1CCOCC1)c1ccc2c(c1)OCO2,-4%,-0.72,0.25,-0.35,0.78,-4%,9.2%,0%,-13%,-9%,-7%,0%
Cc1cc(N2CCN(c3ccccn3)CC2)n2c(nc3ccccc32)c1C#N,3%,3.2,-0.22,1.5,1.1,-7%,2.9%,15%,-1%,-1%,-13%,-1%
CCOc1ccc(S(=O)(=O)NC(Cc2cnc[nH]2)C(=O)O)cc1 (stereo unspecified),0%,-0.41,-0.31,0.29,-0.13,-1%,-8.9%,8%,4%,5%,2%,0%
CC1=NN(C(=O)c2c(Br)c(C)nn2C)C(O)(C(F)(F)F)C1 (stereo unspecified),-6%,-0.27,-0.32,-0.43,0.92,-6%,-1.1%,5%,6%,-9%,-4%,11%
CCOC(=O)N1CCC(N2Cc3cccc(C(=O)NCC4CCN(CC(C)C)C4)c3C2=O)CC1 (stereo unspecified),-3%,-0.95,-0.33,-0.53,2.8,-13%,-19%,-3%,3%,-8%,-3%,1%
COc1ccc(Nc2nc(CC(C)=O)ns2)cc1OC,3%,-0.69,-0.25,-0.24,0.25,-2%,-12%,1%,-5%,9%,6%,9%
COc1ccc(C(=O)N/N=C/c2ccc3cccc(O)c3n2)cc1,12%,-0.24,-0.23,-0.0038,0.19,-5%,-4.6%,14%,-2%,19%,1%,0%
O=C(NC(=S)NNC(=O)c1ccc(Cl)cc1Cl)c1cccnc1,2%,-0.3,-0.34,-0.59,0.92,-5%,-4.7%,0%,50µM*,-6%,32%,11%
CC(=O)NC1CC2CCC(C1)N2Cc1ccc(C)cc1 (stereo unspecified),1%,-0.6,-0.16,-0.11,0.3,-6%,-2.4%,10%,-1%,-8%,-13%,-4%
Cc1ccc(CCc2nnc(SCC(=O)Nc3cccc(Cl)c3)n2-c2ccccc2)o1,15%,0.78,-0.16,0.2,-0.35,4%,-4.5%,6%,-3%,1%,15%,1%
Cc1c(CN2CCC(C)CC2)c(=O)n(-c2ccccc2)n1C,0%,-0.87,-0.37,-0.63,0.78,-5%,-2.2%,-2%,4%,1%,6%,11%
